Screens (PubChem BioAssay)
OX1R antagonist: human HCRTR1 antagonism; O43613; CHO/OX1R cells, Fluo-8 calcium fluorescence, orexin A; inhibition, % at 5 µM; 330,000 tested, 0.43% active;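 active = inhibition above its plate's threshold, mean inhibition of all tested compounds on the plate plus 3 SD, cut at about 37% in these data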;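 note: 0% = orexin A challenge wells and 100% = SB-334867-A antagonist wells; not every result past the cut was called active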
Target sequence (O43613 whole entry, looked up): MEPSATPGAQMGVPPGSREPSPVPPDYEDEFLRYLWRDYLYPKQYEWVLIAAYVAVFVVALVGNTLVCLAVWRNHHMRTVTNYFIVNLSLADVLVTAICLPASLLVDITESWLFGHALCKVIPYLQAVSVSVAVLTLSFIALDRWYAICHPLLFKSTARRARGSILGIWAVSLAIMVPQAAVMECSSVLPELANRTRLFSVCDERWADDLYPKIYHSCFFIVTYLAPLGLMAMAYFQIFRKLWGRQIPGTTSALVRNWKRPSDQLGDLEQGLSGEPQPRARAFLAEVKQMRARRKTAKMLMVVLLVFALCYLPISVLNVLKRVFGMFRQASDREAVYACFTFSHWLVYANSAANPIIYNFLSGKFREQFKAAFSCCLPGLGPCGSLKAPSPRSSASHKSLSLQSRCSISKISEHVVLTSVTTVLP
CHT allo act: human CHT allosteric activation | B-score at 10 µM | 310,000 tested, 0.49% active | CHT-expressing cells, membrane potential dye, choline EC20; stronger effect = higher value; LV-AA mutant CHT in HEK293 cells | Q9GZV3;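 active = initial fluorescence not abnormally high and integrated response B-score, plate-corrected, over 3 SD above library mean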
Target sequence (Q9GZV3 whole entry, looked up): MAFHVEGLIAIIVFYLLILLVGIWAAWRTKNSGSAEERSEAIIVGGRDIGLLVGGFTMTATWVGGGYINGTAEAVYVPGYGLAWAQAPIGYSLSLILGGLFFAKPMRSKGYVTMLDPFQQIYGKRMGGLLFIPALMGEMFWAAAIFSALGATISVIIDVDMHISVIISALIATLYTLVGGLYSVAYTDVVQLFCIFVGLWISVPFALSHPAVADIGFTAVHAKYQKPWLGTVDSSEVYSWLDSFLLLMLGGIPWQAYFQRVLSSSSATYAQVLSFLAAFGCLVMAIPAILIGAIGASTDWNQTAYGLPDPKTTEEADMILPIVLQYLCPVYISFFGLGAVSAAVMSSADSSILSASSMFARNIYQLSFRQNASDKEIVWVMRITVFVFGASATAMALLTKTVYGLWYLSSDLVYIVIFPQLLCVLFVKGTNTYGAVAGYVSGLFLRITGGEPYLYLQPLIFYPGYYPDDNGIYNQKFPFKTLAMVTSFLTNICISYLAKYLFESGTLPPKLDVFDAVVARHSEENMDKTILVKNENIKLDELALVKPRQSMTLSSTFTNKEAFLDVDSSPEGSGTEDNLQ
* marks the source's active call; other numbers are inactive results; i = inactive; · = not tested or not shown; & = joins results of further samples.

SMILES	OX1R antagonist	CHT allo act
COCCCNc1c2c3c(cccc3[nH]c1=O)C(=O)c1ccccc1-2	95.0*	i
CN(C)S(=O)(=O)c1ccc(N2CCCC2)c(C(=O)NNC(=O)c2ccc(F)cc2)c1	-9.8	·
Cc1cccc(NC(=O)NC2CCCCCCC2)c1	·	i
CCN(CC)CC(=O)c1c[nH]c2ccc(C)cc12	3.9	i
COCCN(CCOC)Cc1c(O)ccc2c3c(c(=O)oc12)CCC3	-34.7	i
Nc1ccc(-c2cc3ccccc3c(=O)o2)cc1	-13.5	·
CCN(CC)c1ccc(/C=N/NC(=O)C(O)c2ccccc2)cc1 (configuration not stated)	-0.1	i
Cc1onc(-c2ccccc2)c1C(=O)NC1CCC(C)CC1 (configuration not stated)	-18.9	·
CCCn1c(SCC(=O)N2CCCCC2)nnc1-c1ccccn1	-5.5	i
CCN1Cc2c(/C=C/c3ccccc3)nc3ccc(OC)cc3c2N(c2cccc(Cl)c2)C1	-11.0	i
NC(=O)c1ccccc1NC(=S)NC(=O)c1ccc(Br)o1	-3.1	i
CN(C)c1ccc(C(C(=O)NCC2CCCO2)N(Cc2ccccc2)C(=O)c2snc(C(N)=O)c2N)cc1 (configuration not stated)	-14.3	i
CCOC(=O)c1[nH]c(C)c(C(=O)NC(C)(C)C)c1C	-1.2	i
COC(=O)c1ccc(-c2ccco2)n1Cc1cccc(C)c1	-23.7	i
CCCCn1c(N)c(N(CCOC)C(=O)CSc2n[nH]c(-c3ccc(OC)cc3)n2)c(=O)[nH]c1=O	-13.6	i
CCOC(=O)N1CCN(C(=O)COc2ccccc2OC)CC1	-4.9	i
Cc1cccc(C(=O)Nc2ccccc2NC(=O)c2cccc(C)c2)c1	·	i
O=S(=O)(NCc1cccnc1)c1cccs1	-3.6	i
CN(C)/C=C(/C#N)C(=O)c1cccc(Oc2ccc(C(C)(C)C)cc2)c1	-4.0	i
CCCOc1ccc2c(C)c(CC(=O)OC)c(=O)oc2c1	-10.2	i

4 entries from above, field by field.
structure: CCN1Cc2c(/C=C/c3ccccc3)nc3ccc(OC)cc3c2N(c2cccc(Cl)c2)C1
  OX1R antagonist: -11.0	CHT allo act: i

structure: NC(=O)c1ccccc1NC(=S)NC(=O)c1ccc(Br)o1
  OX1R antagonist: -3.1	CHT allo act: i

structure: CN(C)c1ccc(C(C(=O)NCC2CCCO2)N(Cc2ccccc2)C(=O)c2snc(C(N)=O)c2N)cc1 (configuration not stated)
  OX1R antagonist: -14.3	CHT allo act: i

structure: CCOC(=O)c1[nH]c(C)c(C(=O)NC(C)(C)C)c1C
  OX1R antagonist: -1.2	CHT allo act: i

2 of the compounds above, bar-delimited:
canonical_smiles | OX1R antagonist | CHT allo act
CN(C)c1ccc(C(C(=O)NCC2CCCO2)N(Cc2ccccc2)C(=O)c2snc(C(N)=O)c2N)cc1 (configuration not stated) | -14.3 | i
CCOC(=O)c1[nH]c(C)c(C(=O)NC(C)(C)C)c1C | -1.2 | i

Next section.
SMILES	OX1R antagonist	CHT allo act
N#Cc1c(/N=C/c2ccccc2)oc(-c2ccccc2)c1-c1ccccc1	-11.9	i
COc1cc2c(cc1OC)C(c1ccccc1)N(C(=O)c1ccco1)CC2 (configuration not stated)	2.9	i
NC(=S)N/N=C/c1cn(-c2ccccc2)nc1-c1cccnc1	-8.9	i
O=C(c1cn(Cc2ccccc2)nc1-c1ccc(Cl)cc1)N1CCN(c2ccccn2)CC1	-22.9	·
COc1ccc(Cc2nc(-c3ccc(Br)o3)no2)cc1OC	-16.9	i
CCCCCn1c(NC2CCCCC2)nc2c1c(=O)[nH]c(=O)n2C	-20.2	i
Cc1cc(SCC(=O)N/N=C/c2ccc(O)c(O)c2O)c(C)cc1Br	4.4	i
CN(C)S(=O)(=O)c1cccc(NC(=O)COC(=O)/C=C/c2ccco2)c1	-6.9	i
CCCCN(C)CCCNC(=O)C1CC(=O)N(Cc2ccc(OC)cc2)C1 (configuration not stated)	-11.5	i
O=C(Cc1nc2ccccc2[nH]1)c1cccc([N+](=O)[O-])c1	-13.3	i
CCOc1cc(/C=C2/N=C(C)C(C(=O)OC)=C2O)ccc1O	-4.6	i
COc1cc(CNC2CCCCC2OC)cc(OC)c1 (configuration not stated)	0.4	i
O=C(CN1CCN(CCC(=O)Nc2ccccc2F)CC1)Nc1ccc(Cl)cc1	-34.2	i
CN(CCC#N)C(=O)c1cc2c(Cl)nc3ccccc3c2s1	-12.0	i
Cc1ccc2nc(-c3ccc(NC(=O)Cc4cccs4)cc3)[nH]c2c1	17.7	i
Cc1cc(C)c(NC(=O)Cn2cnc3c(oc4ccccc43)c2=O)c(C)c1	-20.5	i
COC(=O)c1ccccc1COn1c(=O)c[n+]([O-])c2ccccc21	-23.9	i
CC(=O)NC(Cc1ccccc1F)C(=O)NC1CCN(C(=O)NCc2ccccc2)CC1 (configuration not stated)	-5.8	i
Cc1nc(Cl)c(C#N)c2c1CCCC2	-13.4	i
COCc1cc(C)nc2sc(C(=O)Nc3cccc(OC)c3)c(N)c12	-14.0	i

By substructure: the entries above with bromine.
SMILES	OX1R antagonist	CHT allo act
NC(=O)c1ccccc1NC(=S)NC(=O)c1ccc(Br)o1	-3.1	i
COc1ccc(Cc2nc(-c3ccc(Br)o3)no2)cc1OC	-16.9	i
Cc1cc(SCC(=O)N/N=C/c2ccc(O)c(O)c2O)c(C)cc1Br	4.4	i

The listing continues.
SMILES	OX1R antagonist	CHT allo act
COc1ccc(Cc2nc3ccc(C(=O)NC4CCOC4)cc3o2)cc1 (configuration not stated)	-10.2	i
COCCn1c(C)cc(C2=NNC(=Nc3ccc(OC)cc3)SC2)c1C	-4.8	i
N#CCC(=O)Nc1ccc(C(=O)OCC(=O)N(C2CCCCC2)C2CCCCC2)cc1	-12.3	i
Cc1ccccc1OCC(=O)NCCN1CCCC1	-23.8	i
COc1ccc(C(=O)Nc2nc(C)c(C(C)=O)s2)cc1S(=O)(=O)N1CCOCC1	-9.7	·
COCc1ccc(C(=O)N2CCCC(C(=O)c3cccc(C(F)(F)F)c3)C2)o1 (configuration not stated)	-21.2	i
CN(C(=O)CC(=O)Nc1ccc(Cl)c(Cl)c1)c1ccccc1	-9.9	i
O=C(N/N=C/c1ccc(OCC(=O)N2CCOCC2)cc1)c1ccccc1Cl	-24.1	i
O=C(NNS(=O)(=O)c1ccccc1)C1CCCCC1	-16.2	i
Cc1ccc(C#N)c(SCC(=O)Nc2nccs2)n1	-22.7	i
O=C(N/N=C1\CCCc2ccccc21)c1ccc([N+](=O)[O-])cc1Cl	-10.7	i
CCN(CC)CC(=O)Nc1c(Br)ccc2c1OCO2	-24.2	i
CCc1cccc(CC)c1-n1c(SCC(=O)N2CCc3ccccc32)nc(O)cc1=O	-20.6	·
COC(=O)c1ccc(NC(=O)CCN2CCCCC2)cc1	3.5&-3.8	i
CC(C)Oc1ccc(/C=C(/NC(=O)c2ccccc2)C(=O)NCCC(=O)O)cc1	-18.7	i
C=CCNc1nc(SC)nc2ccsc12	-7.0	i
Cc1ccsc1C(=O)OCC(=O)N1CC(=O)Nc2ccccc21	-8.2	i
CCOC(=O)c1cccc(NC(=O)CSc2nnnn2C)c1	-11.3	i
COC(=O)c1ccc2c(=O)n(CCCCCC(=O)NCc3ccccc3)c(=O)[nH]c2c1	-16.1	i
Cc1ccc(NC(=O)C(C)c2cccc(C(=O)c3ccccc3)c2)cc1O (configuration not stated)	5.0	i
CCOc1ccccc1CNC(=O)C1CCCN(c2nn3c(=O)cc(C)nc3s2)C1 (configuration not stated)	-26.6	i
Cc1cc(OCC(=O)Nc2ccc(F)c(F)c2)nc(C(C)C)n1	12.2	i
O=C(c1cccc(Cl)c1)N1CCN(c2ncnc3c2cnn3-c2ccccc2)CC1	-24.9	i
CCOc1ccc(C(=O)CN2CCN(S(=O)(=O)c3ccc(Br)cc3)CC2)cc1	-31.4	i
[O-][n+]1onc2c1CCc1c-2nc(-c2ccccc2)n1OCc1ccccc1	-15.1	i
Cc1ccc(C)c(N=Nc2ccc(O)c3ncccc23)c1	20.6	i
CCN(CC)C(=O)c1cn(CCC#N)nc1-c1ccc2ccccc2c1	-13.3	i
CCCC(=O)Oc1c(S(=O)(=O)c2ccc(C)cc2)c(C)nn1C(C)(C)C	-23.2	i
O=C(CCCNC(=O)/C(=C\c1ccccc1F)NC(=O)c1ccccc1)OCc1ccccc1	-16.4	i
CCOc1ccccc1NC(=O)NC1(C(=O)N2CCN3CCCC3C2)CCCCC1 (configuration not stated)	-27.1	i
Cc1ccc(C(=O)c2c[nH]c3c(F)cc(F)cc3c2=O)cc1	5.3	i
COC(=O)c1ccccc1N1C(=O)C2C(C1=O)C1C=CC2C12CC2 (configuration not stated)	-21.9	i
CCOC(=O)c1ccc(NC(=O)CSc2nncn2-c2cccnc2)cc1	-11.2	i
COc1ccccc1CNC(=O)COC(=O)c1cccc(S(=O)(=O)N2CCCC2)c1	-21.7	i
COC(=O)c1ccccc1NC(=O)CN1CCN(C23CC4CC(CC(C4)C2)C3)CC1	-18.2	6.87*
COCCCn1c(SCc2ccc(OC)cc2)nc2cc(OC)c(OC)cc2c1=N	-25.4	i
O=C(NCCNC(=O)c1cccs1)c1ccco1	-2.7	i
COC(=O)c1sc(-c2ccccc2)cc1NC(=O)C1CC1	-19.9	i
COc1ccc(OC)c(-c2c[n+](=O)c3c(n2[O-])CCCC3)c1	-1.9	i
CC(=O)CSc1nnc(NC(=O)CCc2ccccc2)s1	-5.5	i
O=C(Nc1ccc(-c2cn3ccccc3n2)cc1)c1ccco1	4.5	i
COc1ccc(N(C)C2=NS(=O)(=O)c3ccccc32)cc1	-8.4	i
CC(Oc1ccc2c(-c3ccccc3)cc(=O)oc2c1)C(=O)NC(Cc1c[nH]c2ccccc12)C(=O)O (configuration not stated)	3.2	·
Cc1ccc(CCNC(=O)CN(c2cc(C)cc(C)c2)S(=O)(=O)c2c(C)noc2C)cc1	-22.7	i
Cc1ccc(-c2csc(N3CCN(c4cc5c(cc4Cl)nc(C(C)N)n5CCCO)CC3)n2)cc1 (configuration not stated)	-27.3	i
Cc1ccnc(NC(=O)c2ccc(Cl)c(NC(=O)CCc3ccccc3)c2)c1	-25.8	i
O=C(C1CCN(S(=O)(=O)c2cnc[nH]2)CC1)N(CCc1ccccc1)Cc1ccccc1	-21.2	i
Nc1c(C(=O)NCc2ccccc2)c2nc3ccccc3nc2n1-c1ccc2c(c1)OCO2	-3.8	i
NC(=O)CSc1nnc(-c2cccs2)n1Cc1ccco1	-6.9	i
O=C(CN(C(=O)c1csnn1)c1ccccc1)NCc1ccc2c(c1)OCO2	-23.4	i
N#Cc1c(N)oc(-c2ccc3c(c2)OCO3)c1-c1ccc2c(c1)OCO2	-9.0	i
Cc1ccc(S(=O)(=O)NCCC(=O)N2CCC(Cc3ccccc3)CC2)cc1	-26.7	i
CN1CCN(c2nc3ccccn3c(=O)c2C=O)CC1	-7.8	6.32*
Cc1cc(C)c(NC(=O)c2cccs2)c(C)c1NC(=O)c1cccs1	-25.7	i
Cc1ccc(Nc2nnc(SCc3cc(=O)n4cc(C)ccc4n3)s2)cc1	-26.9	i
O=c1oc(Nc2cccc(Cl)c2)nc2ccccc12	-14.0	i
COc1ccc(N(CC(C)C)S(=O)(=O)c2nnc(NC(=O)CC(C)C)s2)cc1	·	i
Cc1cc(C(=O)N/N=C\C(Br)=C\c2ccccc2)c(C)o1	-6.7	i
Cc1ccc(NC(=O)CCC(=O)NNC(=S)Nc2ccc(F)cc2F)cc1C	-9.1	i
CCOc1ccccc1NC(=O)CSc1nc2c(c(=O)n(C)c(=O)n2C)n1C	-13.7	i
Other structures follow.
SMILES	OX1R antagonist	CHT allo act
COc1ccc(-c2cc(C(=O)N3CCN(S(=O)(=O)c4ccc(C)cc4)CC3)[nH]n2)cc1	-7.0	i
CC(C)c1nnc(NC(=O)CCCC(=O)O)s1	-1.1	i
COc1ccc(-c2csc3ncnc(N4CCN(S(=O)(=O)c5ccc(C)cc5)CC4)c23)cc1	-46.1	i
CN1/C(=C\C(=O)CN2C(=O)NC3(CCCCCC3)C2=O)C(C)(C)c2ccccc21	1.6	i
CCn1nccc1C(=O)Nc1cc(Cl)cc(Cl)c1	-10.9	i
CSc1nc(SCC(=O)NCC2CCCO2)c2c3c(sc2n1)CN(C)CC3 (configuration not stated)	-20.2	6.52*
COc1ccc(C(=O)Nc2ccc(-c3n[nH]c(=S)o3)cc2)cc1OC	-0.9	i
O=C(OCCN1C(=O)c2ccccc2C1=O)C1CC(O)CN1S(=O)(=O)c1ccc(Cl)cc1 (configuration not stated)	-24.9	·
NC(=O)c1ccsc1NC(=O)COC(=O)c1ccccn1	11.4	·
Cc1cc(C)c2nc(-c3ccccn3)cc(C(=O)NCCc3ccc(S(N)(=O)=O)cc3)c2c1	-5.6	i
CCCCS(=O)CC(O)COc1ccc(C(C)(C)C)cc1 (configuration not stated)	-2.6	i
COc1ccc(C2=NCCn3c2c2ccc(C(F)(F)F)cc2[n+]3[O-])cc1	-12.5	i
COc1cccc(-n2c(=O)c3ccccc3n3c(=S)[nH]nc23)c1	-11.1	i
COc1ccc(C(=O)N(C)Cc2ccc(C)o2)cc1OC1CCN(C(C)C)CC1	-17.0	i
Nc1c(Cl)c(Cl)nc(C(=O)N/N=C/c2ccco2)c1Cl	-16.4	i
CCCCNC(=O)c1cc2c(=O)n3cccc(C)c3nc2s1	-23.2	i
COc1cccc(N2CCN(C(=O)c3ccc4nc(N5CCC(C)CC5)sc4c3)CC2)c1	-37.9	i
Nc1c(Cl)ncnc1N/N=C/c1ccc(O)cc1	-4.3	i
Cc1cc(C)c(S(=O)(=O)Nc2ccc(O)c(Sc3ncn[nH]3)c2)c(C)c1	-8.2	i
COc1ccccc1NC(=O)C(C)Sc1nc(-c2ccccc2)cn1N (configuration not stated)	-19.8	·
O=C(Cn1cc(C(=O)C(F)(F)F)c2ccccc21)NCc1ccco1	-22.5	i
O=C(c1ccccc1)N1CCN(C(=O)c2ccc([N+](=O)[O-])cc2)CC1	-2.0	i
CC(C)CC(NC(=O)OC(C)(C)C)C(=O)O (configuration not stated)	9.1	i
O=C(CN1C(=O)C(=O)c2ccccc21)c1ccccc1	-13.5	i
